CRFBP-R2 agonist: CRF-BP/CRF-R2 complex agonism. HEK293 CRF-R2/CRF-BP, calcium dye fluorescence (FLIPR); percent of saturating CRF peptide response. activation, % at 13.2 µM. 0.46% of 350,000 active;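 active = activation of at least 50%, plus an integration ratio under a set limit after plate pattern correction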;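 also: plate controls were neutral control wells without compound for no effect and CRF at EC100 for full effect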
M4 PAM: potentiates acetylcholine response at human M4 receptor; P08173; CHO-K1 hM4/Gqi5, Fluo-8 calcium fluorescence, ACh EC20; 0% = ACh EC20, 100% = maximal ACh; activation, % at 3 µM; 0.4% of 360,000 active; AID 624126;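 active = activation above its plate's cutoff, the mean activation of sample wells plus 3 SD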; also: some results filed as inactive read as strong as hits
M5 ag: agonists of human muscarinic M5 receptor (CHRM5); P08912; CHO-K1 hM5 cells, Fluo-8 calcium fluorescence; 0% DMSO wells, 100% maximal acetylcholine response; activation, % at 3 µM; 0.19% of 360,000 active; AID 624037;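 active = activation above the run's mean over test compounds plus 3 SD, cut at about 23% in these data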;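 also: signal is peak over basal fluorescence ratio across the kinetic read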
Target sequence (P08912 whole entry, looked up): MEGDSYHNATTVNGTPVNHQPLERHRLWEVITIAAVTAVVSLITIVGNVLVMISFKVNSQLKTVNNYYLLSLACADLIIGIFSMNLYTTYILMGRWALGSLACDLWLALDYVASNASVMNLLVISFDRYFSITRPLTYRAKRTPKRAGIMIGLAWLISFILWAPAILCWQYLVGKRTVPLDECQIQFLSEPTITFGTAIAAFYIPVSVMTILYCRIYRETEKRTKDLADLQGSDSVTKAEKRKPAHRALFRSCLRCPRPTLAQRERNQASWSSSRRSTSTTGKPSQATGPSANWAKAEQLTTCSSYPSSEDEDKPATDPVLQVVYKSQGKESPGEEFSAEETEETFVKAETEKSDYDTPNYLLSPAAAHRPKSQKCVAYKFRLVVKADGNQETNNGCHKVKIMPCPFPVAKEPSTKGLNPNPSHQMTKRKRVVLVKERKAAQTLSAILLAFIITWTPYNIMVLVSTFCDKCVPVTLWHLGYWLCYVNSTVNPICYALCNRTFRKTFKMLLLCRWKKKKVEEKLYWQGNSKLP
CHRM5 PAM: potentiates acetylcholine response at human M5 receptor; CHO-K1 hM5, Fluo-8 calcium, ACh EC20 PAM; 0% = ACh EC20, 100% = ACh EC100; activation, % at 3 µM; 0.3% of 360,000 active; AID 624038;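 active = activation above the run cutoff, the mean activation of all test compounds plus 3 SD, cut at about 18% in these data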
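Assay system – human M5 receptor in CHO-K1 cells · Read-out – % activation, ACh-normalized · Technique – Fluo-8 calcium fluorescence · Dosing – single-point, 3 µM nominal · Incubation – Fluo-8 loading 80 min at 37 °C plus 30 min room temperature · Repeats – singlicate, one well per test compound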
CHRM5 antagonist: blocks acetylcholine activation of human M5 receptor; inhibition, % at 3 µM; AID 624040; 0.59% of 360,000 active; P08912; CHO-hM5 cells, Fluo-8 calcium fluorescence, ACh EC80;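 active = inhibition above a per-plate cutoff, the mean of that plate's test compounds plus 3 SD, cut at about 27% in these data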;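 also: 0% = acetylcholine EC80 with DMSO and 100% = DMSO without agonist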
TAAR1 antag: human TAAR1 antagonism; inhibition, % at 3 µM; Q96RJ0; CHO RD-HGA16 TAAR1, Fluo-8 calcium fluorescence, antagonist; 1.5% of 360,000 active;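 active = inhibition above a per-plate cutoff, the mean inhibition of test compounds on that plate plus 3 SD, cut at about 49% in these data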;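 also: 0% = DMSO plus EC80 beta-PEA response and 100% = DMSO alone without agonist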
Target sequence (Q96RJ0 whole entry, looked up): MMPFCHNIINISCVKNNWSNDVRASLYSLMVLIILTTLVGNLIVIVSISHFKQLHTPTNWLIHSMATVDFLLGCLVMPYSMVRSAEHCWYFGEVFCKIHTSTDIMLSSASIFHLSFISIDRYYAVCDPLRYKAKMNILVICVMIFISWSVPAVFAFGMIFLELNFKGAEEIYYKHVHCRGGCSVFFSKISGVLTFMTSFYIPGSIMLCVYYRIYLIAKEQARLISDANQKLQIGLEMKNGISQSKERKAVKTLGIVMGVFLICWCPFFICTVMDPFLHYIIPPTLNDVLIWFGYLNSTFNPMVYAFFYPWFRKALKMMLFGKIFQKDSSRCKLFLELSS
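Test system: CHO RD-HGA16 cells bearing hTAAR1 | Reagent: β-PEA, EC80 | Compound dosing: 3 µM, single point | Schedule: Dye loading 75 min at 37 °C, then 30 min room temperature | Signal: Calcium fluorescence with Fluo-8 | Evaluation: Percent inhibition of PEA-evoked calcium signal, max/basal emission ratio | Control set: DMSO-only wells and EC80 β-PEA-stimulated wells | Repeats: Singlicate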
CRFR2-BP antag: antagonists of CRF-binding protein/CRF-R2 receptor complex. HEK293 CRF-R2/CRF-BP, CRF-induced calcium fluorescence. inhibition, % at 11.8 µM. 0.59% of 350,000 active. AID 588475;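 active = inhibition of the ligand-induced calcium signal above about 50% at the single tested concentration, limit read from the data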
M1 PAM parental: nonselective activator or artifact in parental CHO-K1 calcium assay; ATP EC20, Fluo-8 calcium fluorescence; 0% at ATP EC20, 100% at ATP max; activation, % at 3 µM; 0.02% of 360,000 active; AID 602247;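 active = activation above the run cutoff, the mean activation of all test compounds plus 3 SD, cut at about 40% in these data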;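 also: peak over basal fluorescence ratio in a 140 s read after ATP addition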
TAAR1 ag: agonists of human TAAR1 | Q96RJ0 | CHO RD-HGA16 TAAR1, Fluo-8 calcium fluorescence; vehicle wells 0%, saturating PEA agonist 100% | activation, % at 3 µM | 0.99% of 360,000 active;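 active = activation above the mean activation of all test compounds in the run plus 3 SD, cut at about 38% in these data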
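Test system: RD-HGA16 (CHO) cells co-expressing Gα16 and hTAAR1 | Doses: Single dose, 3 µM | Schedule: 17-24 h seeding, 75 min 37 °C dye, 30 min RT | Evaluation: % activation from peak over basal fluorescence ratio, DMSO-to-PEA scaled | Technique: Kinetic Fluo-8 calcium fluorescence | Benchmarks: Low control DMSO, high control PEA (EC100)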
Numbers without * were called inactive; x = no result given.

1	CC(=O)C1=C(C)NC(=O)NC1c1cccs1 (stereo not given)
2	CC1CCCCN1C(=O)Cn1cc(C=O)c2ccccc21 (stereo not given)
3	CCOC(=O)N1CCN(C(=O)C2CCN(S(=O)(=O)N3CCC4(CC3)OCCO4)CC2)CC1
4	CCOc1ccc(OCC)c(NC(=O)CSc2nnc(C3CC3)n2CC)c1
5	CCN(C(=O)COC(=O)/C=C/c1ccc(Cl)c(Cl)c1)c1c(N)n(Cc2ccccc2)c(=O)[nH]c1=O
6	COc1cccc(NC(=O)CN(C)C(=O)CSc2ccc3c(c2)OCCO3)c1
7	NC(=O)C1CCN(CC(=O)Nc2cc(S(=O)(=O)N3CCOCC3)ccc2N2CCCC2)CC1
8	CCOC(=O)C1CCCn2c1nc1sc3c(c1c2=O)CCCC3 (stereo not given)
9	NC(=O)C1CCN(C(=S)c2cccs2)CC1
10	CNc1cncc(-c2cc(C)c(O)c(C)c2)n1

assay / entry,1,2,3,4,5,6,7,8,9,10
M5 ag,0,-1,-4,-3,4,3,1,-6,-2,-1
CHRM5 PAM,-4,1,-1,-2,7,-2,4,6,-5,2
TAAR1 ag,6,5,2,0,13,6,4,3,1,0
CHRM5 antagonist,-3,-7,4,8,-6,18,1,-4,3,-2
CRFR2-BP antag,-13,1,7,-6,8,-8,8,-9,10,x
CRFBP-R2 agonist,3.0,0.2,1.4,0.2,-0.9,-2.1,0.3,0.9,-0.7,x
M4 PAM,9,1,5,-4,10,6,6,7,2,-2
M1 PAM parental,6,17,8,18,15,-14,18,27,15,15
TAAR1 antag,-2,-15,-24,1,9,4,-4,3,-2,-12

11	O=c1c(F)cn(C2CCCO2)c(=O)n1Cc1ccccc1F (stereo not given)
12	CCOC(=O)CNC(=S)N(Cc1ccccc1)Cc1cccnc1
13	COc1ccccc1N(CC(=O)NC1CCCCC1)S(C)(=O)=O
14	CSc1ccc(CN(C)C(=O)CNC(=O)c2sc3ccccc3c2Cl)cc1
15	Cc1cc(C)n(-c2nc3ccccc3[nH]c2=O)n1
16	CC(C)C(CC(=O)NCc1ccco1)c1ccco1 (stereo not given)
17	CCOc1ccc(C(=O)NC(Cc2ccccc2)C(=O)OC)cc1 (stereo not given)
18	Cc1ccsc1/C=N/Nc1cccc(C(=O)O)c1
19	Cc1ccc(NC(=O)Cn2cc(C=O)c3ccccc32)cc1
20	Cc1c(C(=O)Nc2ccccc2-c2ccccc2)cccc1[N+](=O)[O-]

assay / entry,11,12,13,14,15,16,17,18,19,20
M5 ag,-5,1,1,-3,-3,0,0,11,-3,-1
CHRM5 PAM,1,-5,9,0,-4,0,-4,-1,-14,1
TAAR1 ag,5,6,2,2,4,-1,0,4,3,4
CHRM5 antagonist,-1,5,-2,5,-6,1,3,4,26,-3
CRFR2-BP antag,-6,-15,7,-5,-9,6,16,2,9,-27
CRFBP-R2 agonist,-1.1,-2.0,1.8,0.7,3.4,0.7,-0.8,-0.2,0.8,-2.1
M4 PAM,9,-5,1,6,11,-8,2,1,-7,-3
M1 PAM parental,20,6,14,16,19,1,-5,9,4,1
TAAR1 antag,13,-10,-12,-24,-9,-10,-5,-1,14,-14

21	CCN1C(=O)[C@H]2[C@@H](c3ccc(-c4ccc(OC)cc4)c(OC)c3)N[C@@](Cc3ccccc3)(C(=O)OC)[C@H]2C1=O
22	CC(C)=CCC/C(C)=C/CNC(=O)C[C@H]1C[C@H](C(=O)N(C(C)C)C(C)C)[C@@]2(C)c3[nH]c4ccc(Cl)cc4c3CCN2C1=O
23	CC(C)COc1nc2ccccc2c(=O)n1OCC(=O)O
24	Nc1nc(N)c2sc3nc4c(cc3c2n1)CCC4
25	O=C(NC(CCl)c1ccccc1)c1ccc(Cl)cc1 (stereo not given)
26	COC(=O)C(C)Sc1nc2c(c(=O)n(C)c(=O)n2C)n1Cc1cccc(C)c1 (stereo not given)
27	Cc1c(C(=O)NCCCn2ccnc2)oc2ccccc12
28	Cc1ccccc1-n1cc(C(=O)c2cc(Cl)ccc2O)cc(C#N)c1=O
29	Cc1cccc(CN2C3=NCCCN3c3ccccc32)c1
30	O=[N+]([O-])c1ccc(-n2nnnc2-c2ccccc2)cc1

assay / entry,21,22,23,24,25,26,27,28,29,30
M5 ag,2,1,1,-3,0,-3,-3,0,-7,-8
CHRM5 PAM,4,-3,2,-1,1,1,18*,-9,-6,-5
TAAR1 ag,1,1,3,2,9,4,1,7,-1,5
CHRM5 antagonist,4,7,-4,0,2,1,-5,15,18,10
CRFR2-BP antag,-6,15,-1,-5,-23,21,-6,-14,-5,-5
CRFBP-R2 agonist,0.6,-0.2,-1.5,-2.5,-1.3,-1.0,0.7,-1.5,-1.0,-0.1
M4 PAM,13,6,6,4,-3,1,2,8,-9,2
M1 PAM parental,11,6,11,14,18,13,9,5,-3,22
TAAR1 antag,6,-25,-4,-2,1,10,-6,0,20,6

31	CO/N=C/C(C#N)c1ncc(C(F)(F)F)cc1Cl (stereo not given)
32	CCOc1ccc(NC(=S)N(CCc2ccncc2)C(C)C)cc1
33	Cc1ccc(C)c(OCc2cc(C(=O)N3CC[C@H](O)C3)no2)c1
34	Cc1ccc2c(c1)c(Sc1ccccc1)c(CC(=O)O)n2C
35	COc1ccc(-c2csc(NC(C)c3nc4cc(Cl)c(N5CCCCC5)cc4n3CCOCCO)n2)cc1 (stereo not given)
36	N=C1/C(=C/c2cccn2CCOc2ccccc2)C(=O)N=C2SC=C(c3ccccc3)N12
37	CC(C)Nc1nc(Oc2cccc(Cl)c2Cl)cc(C(F)(F)F)n1
38	CCOc1ccccc1NC(=S)Nc1ccccc1F
39	O=S(=O)(NCCCc1ccccc1)c1ccc(F)c(F)c1
40	CCN(Cc1ccccc1)C(=O)C1CCN(C(=O)Nc2ccccc2)CC1

assay / entry,31,32,33,34,35,36,37,38,39,40
M5 ag,5,-6,1,0,0,-2,-2,1,-5,-1
CHRM5 PAM,-6,-2,0,-4,1,-5,-1,3,0,-7
TAAR1 ag,x,1,1,0,9,-1,-1,5,0,0
CHRM5 antagonist,6,10,0,-1,5,3,-1,-2,7,18
CRFR2-BP antag,77*,2,6,17,-10,-4,1,13,5,4
CRFBP-R2 agonist,49,-0.8,0.7,0.0,-0.6,2.5,0.6,-0.8,-0.6,0.2
M4 PAM,3,0,-3,-5,-1,3,-2,2,-6,2
M1 PAM parental,12,1,3,25,24,19,-2,9,-3,11
TAAR1 antag,x,-3,-16,-4,-22,21,4,8,-14,-5

41	COc1cc(NC(=O)NCc2ccncc2)cc(OC)c1OC
42	O=C(CSc1nnc2ccccn12)c1ccc(Cl)cc1
43	Cc1ccc(-c2nnc(SCC(=O)Nc3nc4c(s3)CCCC4)n2C)cc1
44	COc1ccc(-c2cc(C(=O)NNC(=O)c3csc(N4CCOCC4)n3)c3ccccc3n2)cc1
45	Cn1c(Cn2c(=O)sc3ccccc32)nnc1SCC(=O)NCCc1ccccc1
46	NC(=S)N/N=C/c1coc2ccc(F)cc2c1=O
47	CCOC(=O)c1sc(NC(=O)C2CSC3(C)CCC(=O)N23)nc1C (stereo not given)
48	O=C(OCC(O)CO)c1ccccc1Nc1ccnc2cc(Cl)ccc12 (stereo not given)
49	O=[N+]([O-])c1cc(Br)c(OCc2nnc(-c3ccccc3)o2)c(Br)c1
50	Nc1ccn([C@@H]2O[C@H](CNS(=O)(=O)c3cc4ccccc4s3)[C@@H](O)[C@H]2O)c(=O)n1

assay / entry,41,42,43,44,45,46,47,48,49,50
M5 ag,5,-5,-2,3,1,-2,2,1,0,0
CHRM5 PAM,-1,0,-8,-22,-4,-4,-4,-8,6,-6
TAAR1 ag,19,1,2,9,1,2,-3,4,4,2
CHRM5 antagonist,-2,5,0,10,-1,14,-4,1,-6,15
CRFR2-BP antag,7,-3,-18,11,-7,-6,2,8,-16,-3
CRFBP-R2 agonist,-1.0,-0.8,-0.4,-0.8,-1.4,-0.9,0.1,1.7,-1.9,-0.9
M4 PAM,-1,8,-2,-8,-1,0,2,-2,4,-2
M1 PAM parental,0,22,-6,-22,10,1,-17,13,16,7
TAAR1 antag,-13,3,-9,61*,-24,-35,6,-18,12,-14

51	O=c1cc(CN2CCc3ccccc3C2)nc2sccn12
52	O=C(CCN1CCCCO1)N1CCCC(Nc2ccc(F)c(F)c2)C1 (stereo not given)
53	Cc1ccccc1OCC(=O)NNC(=O)c1ccc2c(=O)n3c(nc2c1)CCC3
54	O=C(CCc1ccccc1)NC(c1cccs1)c1cc(Cl)c2cccnc2c1O (stereo not given)

assay / entry,51,52,53,54
M5 ag,-2,-4,4,-1
CHRM5 PAM,5,0,8,6
TAAR1 ag,8,0,2,4
CHRM5 antagonist,-4,10,-4,4
CRFR2-BP antag,-5,-5,1,7
CRFBP-R2 agonist,3.2,-0.9,0.3,4.7
M4 PAM,-3,-3,12,3
M1 PAM parental,23,4,-16,5
TAAR1 antag,-6,8,-14,15

A different layout for part of the listing above.
| # | smiles | M5 ag | CHRM5 PAM | TAAR1 ag | CHRM5 antagonist | CRFR2-BP antag | CRFBP-R2 agonist | M4 PAM | M1 PAM parental | TAAR1 antag |
| --- | --- | --- | --- | --- | --- | --- | --- | --- | --- | --- |
| 5 | CCN(C(=O)COC(=O)/C=C/c1ccc(Cl)c(Cl)c1)c1c(N)n(Cc2ccccc2)c(=O)[nH]c1=O | 4 | 7 | 13 | -6 | 8 | -0.9 | 10 | 15 | 9 |
| 16 | CC(C)C(CC(=O)NCc1ccco1)c1ccco1 (stereo not given) | 0 | 0 | -1 | 1 | 6 | 0.7 | -8 | 1 | -10 |
| 39 | O=S(=O)(NCCCc1ccccc1)c1ccc(F)c(F)c1 | -5 | 0 | 0 | 7 | 5 | -0.6 | -6 | -3 | -14 |

Bioassay records from PubChem.
